NLRP3 yeast inh: NALP3 inflammasome inhibitors in reconstituted yeast, primary screen, luminescence, uHTS; Yeast reconstituted NLRP3/ASC/caspase-1, beta-gal luminescence, 24 h; 0.39% of 330,000 active; inhibition, % at 10 µM;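 active = inhibition of 50% or more; inactive = inhibition below 50%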;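 note: plate controls were induced DMSO wells for no effect and uninduced yeast grown without galactose for full effect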
CHOP UPR activ: activators of apoptotic CHOP UPR arm, primary screen, cell-based, CHO-CHOP luciferase reporter, luminescence, uHTS; activation, % at 10 µM; UPR activation; percent of tunicamycin response over DMSO baseline; 0.34% of 330,000 active;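 active = at 10 µM dose, activation of 40% or more, normalized to positive control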;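 note: 100% = tunicamycin at 10 µg/mL and 0% = DMSO alone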
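Material: CHO-CHOP cells, stable luciferase reporter of PERK-eIF2a-CHOP signalling; quantity: 500 reporter cells seeded per well; buffer or medium: F12 medium containing 10% fetal bovine serum; compound: one dose, 10 µM in 0.5% DMSO; incubation: 6 h compound treatment, 37 °C; measured by: Steady-Glo luciferase luminescence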
GRIN3A LBD mod: binders of NR3A ligand-binding domain, primary screen, biophysical, differential scanning fluorimetry, uHTS; Glutamate receptor ionotropic, NMDA 3A (GRIN3A) ligand-binding domain; NR3A LBD differential scanning fluorimetry, Tm shift; 0% = protein alone, 100% = glycine-bound protein; Tm shift relative to glycine control, % at 25 µM; 2.5% of 340,000 active;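 active = melting temperature shift of at least 10% of the positive control shift, at one fixed dose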
UPR XBP1 act: activators of adaptive XBP1 UPR arm, primary screen, cell-based, CHO-XBP1 luciferase reporter, luminescence, uHTS; IRE1-XBP1 UPR activation; percent of tunicamycin response, DMSO as zero; activation, % at 20 µM; 0.33% of 330,000 active; AID 463104, 2010;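 active = versus positive control, 20 µM dose yields 30% or more activation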;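 note: 100% = tunicamycin at 10 µg/mL and 0% = DMSO only wells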
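Signal: luciferase luminescence; Assay system: CHO-XBP1 luciferase reporter cells; Amount: one thousand reporter cells per well; Dosing: 20 µM single concentration, DMSO 1%; Benchmarks: high control tunicamycin 10 µg/mL final, low control DMSO vehicle only; Schedule: 6 h compound exposure at 37 °C, 5% CO2; Evaluation: percent activation relative to tunicamycin reference.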
tim10-1 inh: growth inhibitors of tim10-1 mutant yeast, primary screen, luminescence, uHTS. inhibition, % at 20 µM. S. cerevisiae tim10-1 ts strain growth, BacTiter-Glo, 24 h. 2.2% of 330,000 active;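 active = inhibition of at least 40%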;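 note: mutant grown at 25 °C; 0% = DMSO wells with yeast and 100% = wells holding no yeast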
TIM10 inh: growth inhibitors of isogenic TIM10 control yeast, primary screen, counter-screen for tim10-1 yeast inhibitor project, luminescence, uHTS; inhibition, % at 10 µM; AID 463195, 2010; 1.4% of 330,000 active; S. cerevisiae TIM10 strain growth, BacTiter-Glo luminescence, 24 h;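 active = inhibition of 40% or more at the single tested concentration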;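 note: wild-type TIM10 isogenic control strain grown at permissive 25 °C; 0% = DMSO yeast wells and 100% = minimal medium wells without yeast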
tim23-1 inh: growth inhibitors of tim23-1 mutant yeast, primary screen, luminescence, uHTS; S. cerevisiae tim23-1 growth, BacTiter-Glo luminescence, 24 h; inhibition, % at 20 µM; 1.3% of 330,000 active; AID 463212, 2010;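 active = growth inhibition of the mutant yeast at or above 50%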;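 note: temperature-sensitive mutant grown at 25 °C; plate controls were DMSO-treated mutant yeast for no effect and medium wells lacking yeast for full effect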
Mdm2-MdmX inh: inhibitors of human Mdm2-MdmX association, primary screen, cell-based, luminescence, split luciferase, SaOS-2, uHTS; SaOS-2 split-luciferase Mdm2/MdmX complementation; inhibition, % at 8 µM; 3% of 330,000 active; AID 485346, 2010;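 active = inhibition of at least 50% at 8 µM in the primary screen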
Target sequence (O15151 whole entry, looked up): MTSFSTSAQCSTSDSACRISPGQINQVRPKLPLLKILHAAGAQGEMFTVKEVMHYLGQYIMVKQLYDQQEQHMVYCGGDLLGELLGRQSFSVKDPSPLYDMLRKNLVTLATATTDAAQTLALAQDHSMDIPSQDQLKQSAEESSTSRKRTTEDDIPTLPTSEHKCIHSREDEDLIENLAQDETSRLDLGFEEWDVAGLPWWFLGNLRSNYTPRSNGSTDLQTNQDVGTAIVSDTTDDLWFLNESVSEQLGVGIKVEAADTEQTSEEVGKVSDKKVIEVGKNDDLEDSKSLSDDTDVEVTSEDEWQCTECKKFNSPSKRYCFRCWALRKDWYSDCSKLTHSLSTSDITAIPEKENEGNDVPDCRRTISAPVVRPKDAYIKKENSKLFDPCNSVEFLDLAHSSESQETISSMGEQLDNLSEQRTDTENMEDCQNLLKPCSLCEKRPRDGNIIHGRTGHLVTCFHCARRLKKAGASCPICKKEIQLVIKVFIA
Target sequence (Q00987 whole entry, looked up): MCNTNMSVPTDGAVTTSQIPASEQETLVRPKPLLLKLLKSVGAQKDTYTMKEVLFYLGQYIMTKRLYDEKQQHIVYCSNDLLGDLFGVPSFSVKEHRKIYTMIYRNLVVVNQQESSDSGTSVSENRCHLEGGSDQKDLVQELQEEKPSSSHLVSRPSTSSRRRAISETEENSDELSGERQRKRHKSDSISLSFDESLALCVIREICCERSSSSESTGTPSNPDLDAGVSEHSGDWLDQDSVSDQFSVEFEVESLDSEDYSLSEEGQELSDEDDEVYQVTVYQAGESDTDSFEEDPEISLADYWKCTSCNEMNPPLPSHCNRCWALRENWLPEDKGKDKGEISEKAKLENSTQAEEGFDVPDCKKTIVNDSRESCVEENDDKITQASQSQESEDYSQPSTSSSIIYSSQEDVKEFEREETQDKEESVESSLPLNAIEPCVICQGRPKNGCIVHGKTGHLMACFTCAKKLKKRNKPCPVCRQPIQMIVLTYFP
APJ agonist: agonists of human apelin receptor APJ, primary screen, CHO-K1 cells, PathHunter beta-arrestin, luminescence; 0% DMSO wells, 100% apelin; P35414; AID 2520, 2010; activation, % at 20 µM; 0.11% of 330,000 active;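 active = activation more than six SD over the plate average, tested at 20 µM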;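 note: 0% = DMSO alone and 100% = apelin-13 at 10 nM; some results filed as inactive read as strong as hits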
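system = engineered CHO-K1 APJ arrestin reporter cells | input = 1000 cells per well | timing = overnight seeding, 90 min compound at 25 °C, 1 h detection | measured by = enzyme-fragment complementation luminescence | read-out = beta-arrestin recruitment to APJ as agonist activity, luminescent signal | control set = negative DMSO alone, positive Apelin-13 at 10 nM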
The depositor's hits bear a star; x = no result given.

(1) Cc1cccc(Nc2ncnc3ccc(Br)cc23)c1
(2) CCc1noc(C)c1C(=O)N1CCN(c2cccc(C)c2C)CC1
(3) O=C1CC(C(=O)N2CCC(N3CCC(C(=O)NC4CC4)CC3)CC2)c2ccccc21 (centres undefined)
(4) O=C(Nc1cccc(Cl)c1)Nc1nnc(-c2ccccc2)o1
(5) O=C1CCC(CCC(=O)N2CCCC(C(=O)c3cccc(C(F)(F)F)c3)C2)=NN1 (centres undefined)
(6) O=C(Cn1cc(C(=S)N2CCOCC2)c2ccccc21)N1CCOCC1
(7) O=C(NCCc1ccc(Cl)cc1)C1CCN(S(=O)(=O)N2CCC3(CC2)OCCO3)CC1
(8) CC(C)(C)c1ccc(NC(=O)Nc2ccc(OCC(=O)N3CCOCC3)cc2)cc1
(9) COc1ccccc1CNC(=O)c1cccc(S(=O)(=O)N2CCN(C)CC2)c1
(10) CCc1ccc(NC(=O)CCn2cccc2)cc1

| Compound | 1 | 2 | 3 | 4 | 5 | 6 | 7 | 8 | 9 | 10 |
| --- | --- | --- | --- | --- | --- | --- | --- | --- | --- | --- |
| NLRP3 yeast inh | 17 | 27 | -7 | 14 | -1 | 6 | 14 | 7 | 8 | 36 |
| CHOP UPR activ | -0.4 | 3.0 | 1.7 | 1.2 | -3.4 | -0.8 | -2.6 | 5.3 | -0.8 | 4.9 |
| GRIN3A LBD mod | 2 | 3 | -2 | 0 | 1 | 1 | 0 | -2 | 1 | 0 |
| UPR XBP1 act | -1 | 4 | -3 | -3 | 2 | -4 | -4 | 5 | 0 | 2 |
| tim10-1 inh | 39 | 10 | 16 | -1 | 2 | -15 | -4 | 5 | -5 | 12 |
| TIM10 inh | 29 | -4 | -7 | 9 | -17 | -12 | 5 | 15 | -12 | -2 |
| tim23-1 inh | 45 | 18 | -1 | 18 | 10 | -1 | 3 | -5 | 16 | 1 |
| Mdm2-MdmX inh | 76* | 15 | 11 | 18 | 27 | -5 | -9 | -51 | 16 | 12 |
| APJ agonist | -4 | 7 | -4 | 5 | -3 | 1 | -1 | -1 | -3 | -6 |

(11) O=C(Nc1ccc2c(c1)C(=O)OC2)c1ccc(Cl)cc1Cl
(12) Cc1ccc(Cn2cc(-c3ccccc3)nn2)cc1
(13) COc1ccc(F)cc1S(=O)(=O)NC(Cc1ccccc1)C(N)=O (centres undefined)
(14) C=CCOc1ccc(-c2nc3c(c(=O)[nH]c(=O)n3Cc3ccccc3)n2CCCOC)cc1
(15) Nc1cc(N)c(OCC(F)(F)F)cc1OCC(F)(F)F
(16) CCc1nonc1NC(=O)c1oc2cc(C)c(C)cc2c1C
(17) COC(=O)c1ccc(S(=O)(=O)N2CCCCC2)o1
(18) CCOn1c(SC(C)C)nc2ccccc2c1=O
(19) CCOC(=O)c1[nH]cnc1C(=O)NC1CCCCC1
(20) COc1ccc(C(=O)O/N=C(\N)c2ccncc2)cc1OC

| Compound | 11 | 12 | 13 | 14 | 15 | 16 | 17 | 18 | 19 | 20 |
| --- | --- | --- | --- | --- | --- | --- | --- | --- | --- | --- |
| NLRP3 yeast inh | 10 | 35 | 11 | 18 | 19 | -11 | -1 | 11 | -3 | 7 |
| CHOP UPR activ | 5.1 | 3.4 | 0.4 | 1.3 | -1.3 | 4.9 | -2.8 | 0.5 | 0.7 | 1.2 |
| GRIN3A LBD mod | -2 | -1 | 0 | -1 | -2 | 0 | -2 | 0 | 1 | -1 |
| UPR XBP1 act | 2 | 5 | 0 | 0 | -2 | -4 | -3 | 0 | 3 | -2 |
| tim10-1 inh | -6 | -12 | 6 | 13 | 2 | -14 | 4 | 10 | 18 | -12 |
| TIM10 inh | -11 | 5 | 0 | 13 | 10 | -9 | 4 | 8 | -21 | 4 |
| tim23-1 inh | 6 | 10 | -1 | -3 | -5 | 0 | 2 | -1 | 6 | 0 |
| Mdm2-MdmX inh | 2 | -16 | 8 | 31 | 78* | -14 | 1 | -8 | -8 | 25 |
| APJ agonist | -5 | 9 | -2 | -4 | -4 | -1 | -1 | -2 | -1 | 6 |

Reformatted bar-delimited: entries from further up.
No. | structure | NLRP3 yeast inh | CHOP UPR activ | GRIN3A LBD mod | UPR XBP1 act | tim10-1 inh | TIM10 inh | tim23-1 inh | Mdm2-MdmX inh | APJ agonist
14 | C=CCOc1ccc(-c2nc3c(c(=O)[nH]c(=O)n3Cc3ccccc3)n2CCCOC)cc1 | 18 | 1.3 | -1 | 0 | 13 | 13 | -3 | 31 | -4
16 | CCc1nonc1NC(=O)c1oc2cc(C)c(C)cc2c1C | -11 | 4.9 | 0 | -4 | -14 | -9 | 0 | -14 | -1

Following part.
Below each compound – NLRP3 yeast inh	CHOP UPR activ	GRIN3A LBD mod	UPR XBP1 act	tim10-1 inh	TIM10 inh	tim23-1 inh	Mdm2-MdmX inh	APJ agonist
21) COc1ccc(CCNC(=O)C2CCCN(S(=O)(=O)c3ccc(F)cc3)C2)cc1 (centres undefined)
  -1	0.1	-397	-1	34	8	25	23	4
22) CCN(C(=O)COC(=O)c1cc(S(=O)(=O)N2CCOCC2)c(Cl)cc1Cl)C1CCS(=O)(=O)C1 (centres undefined)
  23	-1.1	0	3	8	-5	2	12	-2
23) COc1ccc([C@H]2CC(=O)C=C(c3cccc(C(F)(F)F)c3)C2)cc1
  13	0.0	-1	-2	12	1	21	23	-3
24) CCOC(=O)c1c(NS(=O)(=O)Cc2ccccc2)sc2c1CCCC2
  13	-2.5	-22	-2	30	21	38	-13	-3
25) CCN1C(=O)/C(=C\c2cccc(OC(=O)c3ccco3)c2)SC1=S
  15	1.2	5	2	13	-6	7	-3	-1
26) COc1ccc(CNC(=O)C2(C)Cc3ccccc3C(=O)O2)cc1 (centres undefined)
  0	-2.8	2	4	20	3	-6	-2	0
27) CCOC(=O)C1=C(c2ccccc2)NC(=S)NC1c1ccc(Cl)c([N+](=O)[O-])c1 (centres undefined)
  9	-1.1	x	0	18	-14	-7	14	-3
28) O=C(c1ccc(C23CC4CC(CC(C4)C2)C3)o1)N1CCOCC1
  5	-0.4	-3	-2	12	27	34	13	-3
29) CCc1nc(NC(C)(C)C)c2cnn(-c3ccccc3)c2n1
  28	6.4	-10	0	15	-39	12	-10	-1
30) Cc1ccc(C(=O)OCC(=O)c2ccc[nH]2)s1
  19	3.0	-3	1	-10	-8	6	-21	0
31) CCOc1ccc(N2C(=O)CC(NCc3ccc(F)cc3)C2=O)cc1 (centres undefined)
  17	0.4	-1	0	15	4	14	9	0
32) CC1CCCC(C)N1C(=O)CSc1nnc(C2CCCCC2)o1 (centres undefined)
  18	-0.2	0	-3	15	13	21	-30	6
33) O=C(CCCc1nc2ccccc2s1)NCc1cccnc1
  -6	0.1	-1	1	-4	2	4	2	-3
34) C/C(CC(=O)NC12CC3CC(CC(C3)C1)C2)=N\NC(=O)c1cnccn1
  19	1.4	2	3	3	17	27	-9	-1
35) O=C(NC1CCCCC1)C(c1ccccc1)N1CCc2ccccc21 (centres undefined)
  -39	-2.1	0	-1	30	11	27	13	-2

Another view of part of the listing above:
32: CC1CCCC(C)N1C(=O)CSc1nnc(C2CCCCC2)o1 (centres undefined)
  NLRP3 yeast inh: 18	CHOP UPR activ: -0.2	GRIN3A LBD mod: 0	UPR XBP1 act: -3	tim10-1 inh: 15	TIM10 inh: 13	tim23-1 inh: 21	Mdm2-MdmX inh: -30	APJ agonist: 6

33: O=C(CCCc1nc2ccccc2s1)NCc1cccnc1
  NLRP3 yeast inh: -6	CHOP UPR activ: 0.1	GRIN3A LBD mod: -1	UPR XBP1 act: 1	tim10-1 inh: -4	TIM10 inh: 2	tim23-1 inh: 4	Mdm2-MdmX inh: 2	APJ agonist: -3

34: C/C(CC(=O)NC12CC3CC(CC(C3)C1)C2)=N\NC(=O)c1cnccn1
  NLRP3 yeast inh: 19	CHOP UPR activ: 1.4	GRIN3A LBD mod: 2	UPR XBP1 act: 3	tim10-1 inh: 3	TIM10 inh: 17	tim23-1 inh: 27	Mdm2-MdmX inh: -9	APJ agonist: -1

35: O=C(NC1CCCCC1)C(c1ccccc1)N1CCc2ccccc21 (centres undefined)
  NLRP3 yeast inh: -39	CHOP UPR activ: -2.1	GRIN3A LBD mod: 0	UPR XBP1 act: -1	tim10-1 inh: 30	TIM10 inh: 11	tim23-1 inh: 27	Mdm2-MdmX inh: 13	APJ agonist: -2

The results go on:
Below each compound – NLRP3 yeast inh	CHOP UPR activ	GRIN3A LBD mod	UPR XBP1 act	tim10-1 inh	TIM10 inh	tim23-1 inh	Mdm2-MdmX inh	APJ agonist
36) O=C(O)c1c(NC(=O)N2CCOCC2)sc2c1CCCC2
  -12	0.4	1	-3	-1	0	3	10	0
37) Cc1[nH]n(-c2ccccc2)c(=O)c1/C=N/NC(=O)COc1ccccc1[N+](=O)[O-]
  2	-2.7	-5	2	29	19	-4	36	-7
38) CCc1c(C)sc(NC(NC(C)=O)(C(=O)OC)C(F)(F)F)c1C#N (centres undefined)
  1	0.3	1	-1	10	7	4	19	-3
39) Cc1ccc(N(CC(=O)NC(C)c2ccccc2)S(=O)(=O)c2c(C)n[nH]c2C)cc1 (centres undefined)
  1	1.7	-3	-1	18	13	16	0	0
40) Cc1ccc(NCc2nnc(SC(C)C(=O)N/N=C/c3ccc(C)o3)n2-c2ccccc2)cc1 (centres undefined)
  -7	-0.5	2	-1	18	12	12	2	2
41) CCOCCCNC(=O)c1ccc2c(c1)N=C(CC)c1cc(Br)ccc1S2
  9	0.9	-9	17	17	16	19	66*	-3
42) Cc1ccnc(NS(=O)(=O)c2ccc(N3C(=O)c4c(Cl)c(Cl)c(Cl)c(Cl)c4C3=O)cc2)n1
  -8	0.7	28*	-2	10	10	3	-17	-4
43) NS(=O)(=O)c1ccc(-c2ccc(C=NC3CCS(=O)(=O)C3)o2)cc1 (centres undefined)
  2	-1.5	0	-2	4	-5	3	15	-3
44) O=C(NCCN1C(=O)S/C(=C\c2ccccc2)C1=O)c1cc(S(=O)(=O)N2CCOCC2)c(Cl)cc1Cl
  4	3.1	0	1	20	3	9	21	6
45) C=CCC1(CC=C)CCCN1C(=O)c1cc(COc2cncc(Cl)c2)on1
  4	7.6	x	-1	39	31	49	25	4
46) Nc1nc(SCc2ccccc2Cl)nc2nc3c(cc12)CCCC3
  -9	-0.1	-2	0	8	16	12	14	-4

From PubChem
